PMI inhibitors: inhibitors of human PMI, primary screen, biochemical, fluorescence intensity, coupled assay (AID 1209) | one-dose inhibition, % at 20 µM; IC50 in µM for titrated hits | purified PMI enzyme, coupled fluorescence intensity; higher % means a stronger effect | actives 0.42% (n = 190,000);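 further: plate controls were DMSO vehicle for no effect and wells lacking substrate for full effect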
West Nile virus CPE: West Nile virus antiviral activity, cell-based, CPE readout (AID 1621); CPE inhibition, % at 10 µM; hits with a dose series show IC50 in µM; West Nile virus-infected cells, CPE inhibition; higher % means a stronger effect; actives 0.02% (n = 290,000); in the data active means a potency from the dose series; inconclusive means CPE inhibition mostly from about 3.7% at the one dose, without a potency; inactive means the rest, 99 in 100 with CPE inhibition below about 2.2%; further: strong numbers were not always called active
TNAP activators: human TNAP enzyme activators, primary screen, biochemical, luminescent, no phosphate acceptor, uHTS (AID 1001). Alkaline phosphatase, tissue-nonspecific isozyme (Homo sapiens). purified TNAP, luminescent activation assay, no phosphate acceptor; higher activation fold means a stronger effect. one-dose activation fold at 20 µM; EC50 in µM for titrated hits. actives 0.03% (n = 200,000); in the data active means activation fold from about 3, or a potency from the dose series; inactive means the rest, 99 in 100 with activation fold below about 1.6; further: many of its hits are not listed in these tables
human PMI inhibitors: human PMI inhibitors, high substrate, primary screen, biochemical, fluorescence intensity, high mannose 6-phosphate (AID 1220) | Mannose-6-phosphate isomerase (Homo sapiens) | recombinant PMI enzyme, coupled fluorescence intensity; higher % means a stronger effect | inhibition, % at 20 µM; hits with a dose series show IC50 in µM | actives 0.66% (n = 190,000)
UTI89 phage lysis: inhibition of K1F phage lysis, E. coli UTI89, bacterial capsule biogenesis inhibitors, alamar blue (AID 488966) | E. coli UTI89 K1F phage lysis, alamar blue, 2 h; higher % means a stronger effect | inhibition, % at 100 µM; hits with a dose series show IC50 in µM | actives 0.02% (n = 340,000);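 active means phage lysis inhibition, versus mean bacterial control, above a set limit; inconclusive means no clear call, values can overlap the other calls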;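 further: capsule biogenesis inhibitors block K1F phage lysis so surviving cells raise fluorescence; higher fluorescence means more inhibition of phage lysis; actives were called in the ten point dose series up to 300 µM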
RSV antiviral HEp-2: RSV antiviral activity via CPE protection, HEp-2 cells, primary 10 µM value included (AID 2391); HEp-2 cells, RSV-induced CPE inhibition; higher % means a stronger effect; CPE inhibition, % at 10 µM, or IC50 in µM where a hit was titrated; actives 0.13% (n = 310,000); in the data active means a potency from the dose series; inconclusive means CPE inhibition mostly from about 23% at the one dose, without a potency; inactive means the rest, 99 in 100 with CPE inhibition below about 21%; further: strong numbers were not always called active
M17LAP inhibition: P. falciparum M17LAP inhibitors, primary screen, biochemical, fluorogenic H-Leu-NHMec substrate, 1536-well (AID 1619); Leucine aminopeptidase (Plasmodium falciparum (isolate 3D7)); recombinant M17LAP, H-Leu-NHMec fluorogenic kinetic assay; higher % means a stronger effect; one-dose inhibition, % at 30 µM; IC50 in µM for titrated hits; actives 0.38% (n = 220,000);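 active means compound inhibiting the enzyme by more than half at any dose during confirmatory dose-response retesting; inconclusive means strong single-dose inhibitors picked by rank but not retested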;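 further: plate controls were full reaction with DMSO carrier for no effect and no enzyme background for full effect; strong numbers were not always called active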
M1AAP inhibition: P. falciparum M1AAP inhibitors, biochemical, fluorogenic H-Leu-NHMec substrate, 1536-well (AID 1445); recombinant M1AAP, H-Leu-NHMec fluorogenic kinetic assay; higher % means a stronger effect; inhibition, % at 30 µM; hits with a dose series show IC50 in µM; Aminopeptidase N (Plasmodium falciparum (isolate 3D7)); actives 0.42% (n = 220,000);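 active means primary inhibition above the hit cutoff, then over 50% inhibition at one or more dose response concentrations, cut at about 23% in these data, passing the limit was not always enough; inconclusive means conflicting primary data, or primary hits not chosen for dose response; inactive means low primary inhibition, or under 50% at every dose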;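 further: plate controls were DMSO full reaction for no effect and no enzyme background for full effect; strong numbers were not always called active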
T cell HTS: modulators of CD8 T cell-vesicle binding, primary screen, mouse 2C CD8+ T cells, flow cytometry. 2C CD8+ T cell-vesicle binding; stronger effect = lower value. calls only at 7 µM. actives 0.068% (n = 330,000);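 active means response, share of CD8 T cells binding vesicles, and their 90th percentile fluorescence all below set limits, cut at about 80% in these data, passing the limit was not always enough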
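Material: 2C TCR transgenic mouse naive CD8+ T cells, MACS-purified. Also added: QL9-charged Drosophila Ld/ICAM-1/B7-1 vesicles. Timing: binding 1.5 h at 37 °C. Measured by: high-throughput flow cytometry with anti-B7-1 and anti-CD8 staining. Read-out: percent CD8+ FL2 mean versus row control. Controls: Unloaded micro-vesicles (low), QL9 vesicles with 0.7% DMSO (high).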
T cell HTS vesicle-bound %: further read-out of T cell HTS, marked with its call; double positive events, %; measured here: CD8+ vesicle-bound cell fraction;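 binding gate set so that unloaded-vesicle control wells show 10% double positive cells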
* hit, by the source's call; i = inactive; ? = inconclusive; nt = no result given; [ ] = dose if it differs, or a comment. Unless noted, no stated cut-off is given here; in the data, active means inhibition above about 50%; inactive means the rest.

SMILES	PMI inhibitors	West Nile virus CPE	TNAP activators	human PMI inhibitors	UTI89 phage lysis	RSV antiviral HEp-2	M17LAP inhibition	M1AAP inhibition	T cell HTS	T cell HTS vesicle-bound %
CCCCNC(=O)/C(C#N)=C/c1ccc(F)cc1F	-9%	-0.5%	0.9	-6%	3.8%	0.6%	-1%	-4%	i	58
CCCn1c2c(c(=N)c3c1CCC3)CCC2	nt	2.8%	nt	nt	-1.8%	12%	nt	nt	i	53
CCc1ccc(-n2c(C)cc(/C=N/NC(=O)c3ccncc3)c2C)cc1	-24%	-1.1%	1	10%	0.2%	12%	-1%	15%	i	60
Cc1cccc(NS(=O)(=O)c2cccc([N+](=O)[O-])c2)n1	6%	-0.5%	1.1	8%	-0.2%	1.9%	1%	-7%	i	24
CCc1cccc(C)c1NC(=O)Cc1ccsc1	nt	-0.3%	nt	nt	0.3%	2.5%	nt	nt	i	33
Cc1ccc(Sc2ccc(N)cc2C#N)cc1	nt	0.2%	nt	nt	0.6%	0.9%	nt	nt	i	24
CC1=CC(C)(C)n2c(O)c(N=NC(N)=S)c3c(C)ccc1c32	13%	-0.2%	0.9	-1%	0.5%[50 µM]	?	-15%	1%	i	41
NS(=O)(=O)c1ccc(Nc2nc(-c3ccc(O)cc3)cs2)cc1	16%	2.7%	1	11%	0.8%	-0.5%	7%	-2%	i	36
CCOC(=O)C1C(=O)NC(SCC(=O)Nc2nccs2)=C(C#N)C1c1ccccc1OCC (stereo not drawn)	54%*	0.1%	1.1	26%	2.4%	4.7%	9%	10%	i	29
Cc1ccc(C(=O)OCC(=O)N2CCOCC2)c(C)c1	nt	-0.1%	nt	nt	0.1%	0.7%	nt	nt	i	60
C/C(=N\Nc1nc(N)cc(Cl)n1)c1cccc(N)c1	2%	0.3%	1	5%	-5.8%	1.1%	14%	14%	i	28
COc1ccc(S(=O)(=O)NC(C)C(=O)NCC2CCCO2)cc1OC (stereo not drawn)	nt	-0.2%	nt	nt	0.1%	0.1%	nt	nt	i	23
CCNC(=O)CC(=O)Nc1ccccc1C(=O)O	-9%	0.3%	1.1	-5%	3.0%	0.6%	-1%	3%	i	41
COC(=O)c1cc(Br)c(=O)n(Cc2ccc3c(c2)OCO3)c1	1%	-0.4%	0.9	0%	10%	-1.9%	14%	-2%	i	53
COc1ccc(Cl)cc1NC(=O)CSc1nnc(Cn2c(=O)sc3ccccc32)n1C	0%	-0.3%	1.1	-2%	1.2%	0.7%	1%	7%	nt	nt
C(=C\c1ccccc1)/C=N/n1cnnc1	-5%	0.3%	1.1	2%	1.2%	2.4%	6%	7%	i	13
COc1nc(NS(=O)(=O)c2ccc(C)cc2)nc(C)c1Cl	11%	-0.3%	1.1	7%	0.9%	2.3%	17%	3%	i	40
CCOC(=O)N1CCN(C(=O)c2ccccc2N(Cc2ccccc2)S(=O)(=O)c2ccccc2)CC1	nt	-0.9%	nt	nt	-0.2%	2.9%	nt	nt	i	25
COc1ccc(OC)c(CCNC(=O)CS(=O)(=O)Cc2nc(-c3ccc(C)cc3)oc2C)c1	3%	-1.2%	1.1	3%	0.3%	?	-4%	5%	i	21
C#CCOc1c(Br)cc(/C=C2/C(=O)ON=C2C)cc1OC	nt	-0.4%	nt	nt	0.0%	1.8%	nt	nt	i	43
Cc1ccc(NCC(O)C(O)C(O)CO)c(N=Nc2ccccc2)c1C (stereo not drawn)	nt	-0.1%	nt	nt	0.1%	11%	-9%	8%	i	65
C/C(=N/NC(=O)CNc1ccc(C)cc1)c1ccc(Cl)cc1	22%	-0.8%	1	24%	2.4%	2.5%	15%	0%	i	21
N#CCSc1nnc(COc2cccc3ccccc23)n1-c1ccccc1	10%	-1.3%	1.1	14%	0.0%	13%	-5%	15%	i	38
CN(C(=O)CO/N=C/c1ccc(Cl)cc1)c1ccccc1	-6%	-0.9%	1	7%	0.6%	5.5%	-1%	3%	i	48
Cc1ccc(NS(=O)(=O)c2cc3c4c(cccc4c2)C(=O)NC3=O)cc1C	nt	2.1%	nt	nt	-0.1%	14%	17%	2%	i	9
CCOC(=O)C1(CCCc2ccccc2)CCN(C(=O)c2cnn(CC)c2)CC1	0%	-1.4%	1.1	-1%	0.1%	1.8%	6%	2%	i	38
OC(COc1ccccc1F)CN1CCC(Cc2ccccc2)CC1 (stereo not drawn)	nt	-1.3%	nt	nt	0.6%	-0.9%	nt	nt	i	60
O=C(CSc1nnc(NC(=O)c2ccccc2[N+](=O)[O-])s1)NCc1ccco1	nt	0.1%	nt	nt	2.1%[50 µM]	0.8%	nt	nt	i	6
CCCN(CCC)C(=O)CC(c1ccccc1)c1cc(Br)ccc1O (stereo not drawn)	23%	0.1%	1	17%	-0.3%	-4.0%	4%	-1%	i	3
CC(=O)c1ccc(NC(=O)CCCC(=O)c2ccccc2)cc1	nt	-0.7%	nt	nt	0.1%	-2.8%	nt	nt	i	66
CCn1cc(S(=O)(=O)Nc2cc(C)ccc2F)cn1	nt	-0.2%	nt	nt	1.3%[50 µM]	0.5%	nt	nt	i	17
COc1ccc(-c2csc(N3CCC(c4ccccc4)CC3)n2)cc1	-6%	-0.4%	1.1	-1%	0.0%	0.8%	6%	4%	i	58
CC(=O)c1ccc(S(=O)(=O)N2CCCC(N(C)CCc3ccccc3)C2)cc1 (stereo not drawn)	nt	-1.0%	nt	nt	-2.5%	0.2%	nt	nt	i	51
COCc1nc2sc(C)c(C)c2c(=O)[nH]1	-5%	0.1%	1.1	-9%	-3.0%	2.4%	-1%	7%	i	35
O=C(Cc1ccc(Cl)cc1)NCCCn1ccnc1	12%	-0.6%	1	9%	5.7%	-0.9%	-20%	-5%	i	45
COC(=O)c1ccccc1NC(=O)c1noc2c1CCC2	1%	-0.3%	1.1	-13%	2.7%	0.2%	-5%	5%	i	24

Of the compounds above, these have bromine:
SMILES	PMI inhibitors	West Nile virus CPE	TNAP activators	human PMI inhibitors	UTI89 phage lysis	RSV antiviral HEp-2	M17LAP inhibition	M1AAP inhibition	T cell HTS	T cell HTS vesicle-bound %
COC(=O)c1cc(Br)c(=O)n(Cc2ccc3c(c2)OCO3)c1	1%	-0.4%	0.9	0%	10%	-1.9%	14%	-2%	i	53
C#CCOc1c(Br)cc(/C=C2/C(=O)ON=C2C)cc1OC	nt	-0.4%	nt	nt	0.0%	1.8%	nt	nt	i	43
CCCN(CCC)C(=O)CC(c1ccccc1)c1cc(Br)ccc1O (stereo not drawn)	23%	0.1%	1	17%	-0.3%	-4.0%	4%	-1%	i	3

More records follow:
SMILES	PMI inhibitors	West Nile virus CPE	TNAP activators	human PMI inhibitors	UTI89 phage lysis	RSV antiviral HEp-2	M17LAP inhibition	M1AAP inhibition	T cell HTS	T cell HTS vesicle-bound %
O=C(Nc1cc(Sc2ccccn2)cc([N+](=O)[O-])c1)c1cccc(Cl)c1	15%	2.7%	1	6%	0.9%	12%	6%	-1%	i	33
Cc1nc(Nc2ccc(S(N)(=O)=O)cc2)oc1C	0%	0.1%	1	-2%	0.5%	1.1%	2%	7%	i	14
O=C(CCN1CCN(Cc2ccccc2)CC1)NNC(=O)Nc1cccc(C(F)(F)F)c1	nt	-0.6%	nt	nt	1.7%[50 µM]	-0.1%	nt	nt	i	20
CN(C)S(=O)(=O)c1ccc(C(=O)Nc2ccccc2C(=O)O)cc1	-11%	0.1%	1	-14%	0.6%	3.8%	-3%	7%	i	34
O=C(CCNS(=O)(=O)c1cccc2nonc12)NCCc1ccc(Cl)cc1	15%	-0.2%	1.1	12%	1.1%	0.8%	9%	8%	i	42
Cc1cc(NC(=O)Cn2cc([N+](=O)[O-])cn2)n(Cc2ccc(F)cc2)n1	-11%	-0.7%	1.1	-7%	0.6%	4.8%	30%	10%	i	57
CCn1c(CSc2nnc(-c3ccc4c(c3)OCO4)o2)nc2cc(S(=O)(=O)N(C)C)ccc21	5%	-0.3%	1.1	-3%	-0.3%	0.1%	-10%	9%	i	24
CCCNc1nc2c(c(=O)[nH]c(=O)n2C)n1Cc1cccc(Br)c1	5%	0.5%	1.1	10%	3.7%	2.1%	-3%	4%	i	44
CCc1ccc(/C=C2/SC(N3CCOCC3)=NC2=O)cc1	nt	-0.8%	nt	nt	-0.2%	nt	14%	16%	i	28
CCCS(=O)(=O)N1CCCC(C(=O)Nc2ccc3c(c2)CCC3)C1 (stereo not drawn)	nt	-0.9%	nt	nt	-0.3%[50 µM]	2.0%	nt	nt	i	19
COC(=O)c1ccccc1NC(=O)CN(CCc1ccccc1)S(C)(=O)=O	10%	1.0%	1.1	8%	0.0%	1.4%	7%	-1%	i	23
Cc1cccc(NC(=O)c2cccc(NS(=O)(=O)c3ccc(Cl)cc3)c2)c1	18%	0.0%	1	13%	0.3%	5.3%	13%	-3%	i	43
NC(=O)Nc1ccc2c(c1)OCCO2	-7%	0.1%	1.1	1%	5.3%	2.8%	3%	-4%	i	9
Cc1ccc(-n2cc(C(=O)c3ccc4ccccc4c3O)cn2)cc1	6%	-0.2%	1.1	16%	0.0%	1.2%	5%	1%	i	7
O=C1c2ccccc2-c2c1cccc2C(=O)N1CCOCC1	9%	0.3%	1	13%	0.4%	3.6%	3%	-2%	i	35
CCOC(=O)CSc1ccc2nnc(CCNS(=O)(=O)c3ccc(C)cc3)n2n1	-14%	1.8%	1.1	-13%	-0.4%	1.8%	1%	3%	i	18
COc1cc(C2CC(=O)OC3=C2C(=O)CC(C)(C)C3)cc(OC)c1OC (stereo not drawn)	-10%	0.1%	1.1	-4%	0.7%	0.7%	0%	6%	i	49
CCCCn1c(CNC(=O)C23CC4CC(CC(C4)C2)C3)nnc1SC(C)CC (stereo not drawn)	0%	-1.4%	1	-5%	0.2%	5.4%	5%	1%	i	42
O=C(Nc1cccc2ccccc12)OC1C=CS(=O)(=O)C1 (stereo not drawn)	8%	0.2%	1.1	12%	1.4%	?	-3%	1%	i	36
CC(C)[C@H](NC(=O)[C@@H]1CSC2c3ccccc3C(=O)N21)C(=O)NC1CCCC1 (stereo partly drawn)	nt	-0.2%	nt	nt	0.0%	-0.3%	nt	nt	i	22
CC1CC(C)CN(C(=O)c2cc3c(s2)CCC3)C1 (stereo not drawn)	-2%	-0.4%	1.2	-4%	0.5%	1.4%	9%	2%	i	8
